Mito fusion yeast: blocks mitochondrial division or promotes mitochondrial fusion; S. cerevisiae fusion-defective mutant growth rescue, CellTiterGlo 48 h; Potency, µM (highest dose often 46.1 µM), for inactives: at the highest dose growth rescue (activation), usual class: activators; actives 0.23% (n = 320,000); AID 485298;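 note: potency is the fitted concentration of half-maximal effect; % of control where 0% means no effect; nearly all actives have a fitted effect of over 45% in size; temperature-sensitive fusion mutants such as fzo1-1 at 37 °C on non-fermentable ethanol glycerol medium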
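S. cerevisiae fusion-defective temperature-sensitive mutants (e.g. fzo1-1, mgm1-5) grown 48 h at 37C in YPEG (ethanol/glycerol non-fermentable) medium with 23 nl compound per well; growth rescue read as CellTiterGlo luminescence.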
TSHR antagonist: blocks TSH signaling through the human TSH receptor; TSHR-expressing cells, TSH-stimulated cAMP HTRF, 2 h; hits give low values; activity change, negative = inhibition, % at 11.5 µM; actives 0.2% (n = 330,000); AID 504810;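 active = activity change below a set negative limit, meaning inhibition stronger than a set level, cut at about -70% in these data; inconclusive = activity change between two set negative limits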; note: % is set by controls: 0 for no effect and ±100 for the full control effect
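TSHR-expressing cells were treated with compounds, then stimulated with TSH at EC80 (4nM final) for 2 hours at 37 deg C. Cellular cAMP was measured by HTRF competition between lysate cAMP and cAMP-d2 for a cryptate-labelled anti-cAMP antibody.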
BCR signal inh: blocks chronic active B-cell receptor signaling. ABC-DLBCL IkBa-CBG/CBR reporter, luminescence ratio, 4 h. Potency, µM (doses to about 46.1 µM), inactives show top-dose ratio change, negative = lower green/red ratio, hits mostly inhibitors. actives 0.05% (n = 340,000). AID 493014; active = well fitted inhibition curve with a large enough effect in the signal ratio, with a control signal flat, not every such curve was filed as active; inconclusive = small, poorly fitted or top-dose-only effect, or effect the other way, or a change in a side signal; the % refers to the signal ratio;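 note: potency is the fitted concentration of half-maximal effect; plate controls were basal doxycycline-induced cells for no effect and cells given 10 µM MG132 for full effect; MG132 reads +100%, hits lower the ratio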
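Compounds up to 46 uM were incubated four hours with TMD8 cells whose green CBG68 luciferase is fused to IkappaBalpha; red CBR luminescence normalised the signal, and concentration-effect curves were fitted to fusion, red and ratio data.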
ELG1 repair inh: ELG1-dependent DNA repair inhibition. Potency, µM (top dose mostly 46.1 µM), for inactives: top-dose activity change, negative = inhibition, most hits filed as inhibitors. actives 2.3% (n = 330,000). HEK293T ELG1-luciferase reporter, luminescence, 16 h; DNA damage induced by 5-fluorouridine; note: potency is the fitted concentration of half-maximal effect; % is set by controls: 0 for no effect and ±100 for the full control effect; nearly all actives have a fitted effect of over 55% in size
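DMSO vehicle served as the neutral condition. Each well held 2,000 cells given 5-fluorouridine plus compound; after 16 hr at 37 °C/5% CO2, ONE-Glo was added and luciferase measured 30 min later.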
B2AR arrestin: beta2AR (human) beta-arrestin recruitment activity; P07550; beta-arrestin recruitment to beta2AR, cell-based reporter; Potency, µM (top dose mostly 46.1 µM), inactives show at the highest dose activation, most hits filed as activators; actives 0.02% (n = 330,000);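 note: potency is the fitted concentration of half-maximal effect; 0% = DMSO controls and full agonism = EC100 isoproterenol or metaproterenol; nearly all actives have a fitted effect of over 65% in size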
Tb PFK block: blocks T. brucei phosphofructokinase | O15648 | T. brucei PFK, ADP-Glo luminescence | Potency, µM (doses to about 57.5 µM), without a hit: at the highest dose activity, negative = inhibition, most hits filed as inhibitors | actives 0.17% (n = 330,000);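 note: potency is the fitted concentration of half-maximal effect; 0% = uninhibited 1x PFK enzyme wells and -100% = no-enzyme wells; nearly all actives have a fitted effect of over 60% in size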
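Luminescent ADP detection (ADP-Glo, two-step: ATP depletion then ADP-to-ATP conversion for luciferase) reported PFK activity after 45 min room-temperature reaction of 1.25 nM enzyme with 0.5 mM F6P and 0.1 mM ATP at pH 8.0.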
PTAP TSG101 blk: blocks PTAP/TSG101 interaction to inhibit HIV-1 budding; 340,000 tested, under 10 active; Q99816; AID 493005; Fluorescence polarization, FITC-PTAP peptide / Tsg101 binding; Potency, µM (top dose mostly 115 µM), without a hit: at the top dose activity change, negative = inhibition, most hits filed as inhibitors; active = well fitted inhibition curve with a large enough effect in the main read-out, with a control signal flat, not every such curve was filed as active; inconclusive = small, poorly fitted or top-dose-only effect, or effect the other way, or a change in a side signal; inactive = no such curve, though single readings can be large or run the other way; note: potency is the fitted concentration of half-maximal effect; % of control where 0% means no effect
Target sequence (Q99816 whole entry, looked up): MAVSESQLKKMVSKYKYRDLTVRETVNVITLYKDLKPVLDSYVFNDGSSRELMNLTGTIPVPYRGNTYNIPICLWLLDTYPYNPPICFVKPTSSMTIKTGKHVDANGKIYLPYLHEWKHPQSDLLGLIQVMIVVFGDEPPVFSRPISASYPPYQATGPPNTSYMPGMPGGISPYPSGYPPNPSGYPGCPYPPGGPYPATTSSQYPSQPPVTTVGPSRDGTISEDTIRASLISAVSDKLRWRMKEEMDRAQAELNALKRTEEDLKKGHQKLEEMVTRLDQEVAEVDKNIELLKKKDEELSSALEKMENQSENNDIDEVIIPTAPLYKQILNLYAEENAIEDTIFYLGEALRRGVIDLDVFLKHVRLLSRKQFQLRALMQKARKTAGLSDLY
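Tsg101 binding domain (10 uM final) was mixed with compound and a FITC-labeled PTAP peptide (50 nM final) in HEPES pH 7.5 buffer with NaCl, Tween 20, EDTA and TCEP; fluorescence polarization was read after 20 min at r.t.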
Eya2 phos inh: inhibitors of human Eya2 phosphatase activity | Potency, µM (highest dose often 76.9 µM), for inactives: top-dose activity, negative = inhibition, most hits filed as inhibitors | recombinant Eya2, OMFP fluorescence dephosphorylation (OMFP is methylfluorescein phosphate) | actives 0.006% (n = 330,000); note: potency is the fitted concentration of half-maximal effect; % is set by controls: 0 for no effect and ±100 for the full control effect
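Eya2 protein (added as 0.2 uM solution) was preincubated with compound for 10 min at ambient temperature in 50 mM HEPES pH 7.5, 50 mM NaCl, 5 uM MgCl2, 0.05% BSA, 1 mM DTT. OMFP (added at 50 uM) then reacted 10 min; fluorescence read at 485/525 nm.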
uPA surface inh: blocks generation of uPA at the cell surface; actives 0.31% (n = 330,000); Potency, µM (series often up to 38.3 µM), for inactives: top-dose activity change, negative = inhibition, actives largely listed as inhibitors; cell surface uPA generation assay, qHTS; active = well fitted inhibition curve with a large enough effect; inconclusive = small, poorly fitted or top-dose-only effect; inactive = no such curve, though single readings can be large or run the other way; tested in mouse RAW 264.7 cells; note: potency is the fitted concentration of half-maximal effect; % is set by controls: 0 for no effect and ±100 for the full control effect; nearly all actives have a fitted effect of over 55% in size
TCR act: activates T cell receptor signaling. 330,000 tested, under 10 active. Potency, µM (highest dose often 9.22 µM), for the others: top-dose activation of IL-2 secretion, usual class: activators. primary human leukocytes, anti-CD3, IL-2 HTRF, 48 h; note: % of control where 0% means no effect
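Activity was scored as IL-2 release from primary human leukocytes given only a TCR signal (a-CD3 beads) plus compound for 48 hr. Detection used a two-antibody HTRF format read at 665nm.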
USP2a block: USP2a (human) protease inhibition; Potency, µM (top dose mostly 38.3 µM), for the others: top-dose activity change, negative = inhibition, hits mostly inhibitors; USP2 core, Ub-CHOP2 coupled fluorogenic reporter, 485/531; AID 463254; actives 0.01% (n = 330,000); O75604;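 note: potency is the fitted concentration of half-maximal effect; plate controls were DMSO wells for no effect and full inhibition by NEM control for full effect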
Target sequence (O75604 whole entry, looked up): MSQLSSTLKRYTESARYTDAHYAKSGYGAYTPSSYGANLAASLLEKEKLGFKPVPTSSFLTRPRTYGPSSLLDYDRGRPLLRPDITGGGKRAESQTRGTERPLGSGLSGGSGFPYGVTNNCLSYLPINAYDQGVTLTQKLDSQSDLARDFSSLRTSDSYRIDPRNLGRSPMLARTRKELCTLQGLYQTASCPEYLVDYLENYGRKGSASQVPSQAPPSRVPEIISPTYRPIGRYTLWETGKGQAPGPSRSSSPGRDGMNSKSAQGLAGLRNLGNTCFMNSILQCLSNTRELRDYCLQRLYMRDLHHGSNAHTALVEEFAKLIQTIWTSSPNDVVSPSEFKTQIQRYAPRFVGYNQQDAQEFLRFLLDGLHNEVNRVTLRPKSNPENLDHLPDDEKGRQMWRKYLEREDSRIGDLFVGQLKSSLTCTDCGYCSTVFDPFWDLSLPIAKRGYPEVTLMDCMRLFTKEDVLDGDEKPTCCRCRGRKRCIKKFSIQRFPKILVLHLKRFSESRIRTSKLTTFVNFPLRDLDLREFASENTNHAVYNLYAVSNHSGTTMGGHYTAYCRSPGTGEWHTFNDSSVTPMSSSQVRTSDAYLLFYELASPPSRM
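Deubiquitinase activity read as fluorescence (485/531 nm) after Ub-CHOP2 cleavage activates the enterokinase reporter on its substrate; USP2 core 10nM, Ub-CHOP2 and substrate 25nM each, 30min compound preincubation then 60min RT; data normalized to NEM, curves fitted.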
* marks the source's active call; other numbers are inactive results; u = inconclusive; x = not tested or not shown; [ ] = remark or other dose. Unless noted, calls come from the whole dose curve; as a rule, active = well fitted curve in the direction sought with a large enough effect; inconclusive = small, poorly fitted or top-dose-only effect, or another doubt; inactive = no such curve, though single readings can be large; an effect the other way counts as inactive or inconclusive.

SMILES	Mito fusion yeast	TSHR antagonist	BCR signal inh	ELG1 repair inh	B2AR arrestin	Tb PFK block	PTAP TSG101 blk	Eya2 phos inh	uPA surface inh	TCR act	USP2a block
Cc1cc(C)nc(SCCCn2c(=O)[nH]c3ccccc32)n1	1%	0	u	-2%	-0.5%	6%	-3%	14%	3%	2%	1%
O=c1c2ccccc2nc(-c2cccs2)n1-c1ccc2ccccc2c1	17%	23	0%	2%	0.0%	-3%	20%	1%	-3%	-9%[46.1 µM]	1%
COC(=O)c1ccc2c(c1)sc(=NC(=O)CCS(=O)(=O)c1ccccc1)n2C	4%	-12	-1%	-25%	-0.2%	1%	2%	-22%	-27%	-2%	0%
CC(=O)C1C(c2ccc(Br)cc2)c2c(noc2C)CC1(C)O (stereo unspecified)	-2%	9	0%	u	13%	-9%	0%	2%	0%	-2%	7%
O=c1[nH]cc(NCCNc2ncc(C(F)(F)F)cc2Cl)c(=O)[nH]1	-2%	24	0%	9%	-0.1%	-7%	-3%	10%	-1%	5%	4%
COc1ccc(Cl)cc1NC(=O)NCCN1CCNC1=O	4%	-31	-1%	7%	-0.3%	9%	-3%	-12%	14%	-2%	1%
CCOc1ccc(/C=C2\C(=O)c3ccccc3OC2c2ccccc2)cc1 (stereo unspecified)	4%	-7	0%	5%	0.0%	0%	-2%	4%	-10%	-2%	0%
Cc1ccccc1NC(=O)c1cnc(Nc2nc3ccccc3s2)nc1C	0%	1	2%	-1%	-0.5%	-2%	x	7%	x	x	1%
Cc1c(Cl)ccc2sc(NC(=O)c3ccco3)nc12	7%	1	u	u	-0.8%	2%	-2%	11%	-24%	3%	0%
CCOC(=O)C(Sc1nnc2c3ccccc3n(CC)c2n1)C(=O)OCC	5%	7	-10%	0%	-0.4%	3%	-3%	10%	x	4%	5%
CC(c1ccccc1)N1CC(C(=O)NC2CCCC2)CC1=O (stereo unspecified)	0%	2	0%	14%	-1.1%	3%	2%	-5%	2%	-11%	3%
Cc1cc(C)c(S(=O)(=O)NCc2cccnc2)c(C)c1	8%	0	0%	-9%	0.0%	u	-2%	4%	-13%	0%	-1%
COc1ccccc1NC(=O)c1nnn(Cc2ccccc2)c1NC(=O)C(F)(F)F	3%	-20	-1%	11%	0.3%	2%	3%	-1%	-1%	1%	5%
COc1ccc(NC(=S)N2CCc3cc(OC)c(OC)cc3C2)cc1	3%	6	2%	-5%	-0.7%	-3%	-5%	4%	-27%	-3%	0%
COc1ccc(OC)c(Nc2nc(N)nc(-c3cc4ccccc4o3)n2)c1	-1%	-5	u	u	0.0%	1%	-6%	4%	2%	-3%	3%
COCc1[nH][nH]c(=O)c1C=Nc1ccc(Cl)cc1	-3%	3	7%	1%	0.0%	-3%	1%	15%	5%	1%	4%
CCC1Sc2ccccc2N(CC(=O)NC2CCCCC2)C1=O (stereo unspecified)	4%	-13	11%	6%	3.7%	-12%	1%	7%	-1%	13%	-1%
CC(C)OP(=O)(c1ccc(N(C)C)cc1)C(O)c1ccccc1 (stereo unspecified)	-3%	8	4%	2%	0.0%	8%	-5%	-11%	1%	5%	0%
Cc1ccc2nc(-c3sc4nc(C)cc(C)c4c3N)[nH]c2c1	7%	-10	16%	u	-0.6%	5%	-2%	1%	-10%	-2%[46.1 µM]	-1%
COc1ccc(/C=N/N(C)C2=NS(=O)(=O)c3ccccc32)cc1OC	8%	13	0%	0%	-0.1%	-5%	-2%	4%	-7%	0%	1%
CCOC(=O)N1CCN(C(=O)c2ccc3c(=O)n(CCc4ccccc4)c(=S)[nH]c3c2)CC1	1%	4	-12%	-20%	-0.3%	-2%	0%	8%	-5%	3%	1%
COc1ccc(-n2c(C)cc(C=O)c2C)cc1Cl	-1%	5	2%	0%	0.2%	0%	-5%	4%	-4%	0%	4%
NS(=O)(=O)c1ccc(CNC(=O)c2ccc(Br)o2)cc1	-7%	3	-5%	5%	-0.3%	-13%	2%	2%	4%	-7%	1%
COc1ccc(N2CCN(C(=O)CCNS(=O)(=O)c3ccc(C)cc3)CC2)cc1	7%	-7	0%	-12%	3.2%	0%	x	15%	-11%	3%	-1%

Some of these compounds in order of the Tb PFK block value, low to high:
mol	Mito fusion yeast	TSHR antagonist	B2AR arrestin	Tb PFK block	PTAP TSG101 blk	Eya2 phos inh	uPA surface inh	TCR act
NS(=O)(=O)c1ccc(CNC(=O)c2ccc(Br)o2)cc1	-7%	3	-0.3%	-13%	2%	2%	4%	-7%
COc1ccc(NC(=S)N2CCc3cc(OC)c(OC)cc3C2)cc1	3%	6	-0.7%	-3%	-5%	4%	-27%	-3%
COc1ccc(-n2c(C)cc(C=O)c2C)cc1Cl	-1%	5	0.2%	0%	-5%	4%	-4%	0%
COc1ccc(OC)c(Nc2nc(N)nc(-c3cc4ccccc4o3)n2)c1	-1%	-5	0.0%	1%	-6%	4%	2%	-3%
CC(C)OP(=O)(c1ccc(N(C)C)cc1)C(O)c1ccccc1 (stereo unspecified)	-3%	8	0.0%	8%	-5%	-11%	1%	5%

The main list resumes, starting 2 compounds before the break.
SMILES	Mito fusion yeast	TSHR antagonist	BCR signal inh	ELG1 repair inh	B2AR arrestin	Tb PFK block	PTAP TSG101 blk	Eya2 phos inh	uPA surface inh	TCR act	USP2a block
NS(=O)(=O)c1ccc(CNC(=O)c2ccc(Br)o2)cc1	-7%	3	-5%	5%	-0.3%	-13%	2%	2%	4%	-7%	1%
COc1ccc(N2CCN(C(=O)CCNS(=O)(=O)c3ccc(C)cc3)CC2)cc1	7%	-7	0%	-12%	3.2%	0%	x	15%	-11%	3%	-1%
COc1cc(-c2nnc(COC(=O)CSc3cc(C)c4ccccc4n3)o2)cc(OC)c1OC	-1%	7	-4%	u	-0.4%	1%	-2%	8%	4%	-9%	0%
Cc1ccc(S(=O)(=O)N2CCN(C(=O)CSc3nnc(-c4ccco4)o3)CC2)cc1	1%	-4	-8%	u	0.0%	-3%	-5%	3%[15.4 µM]	-2%	-4%	1%
O=C(Nc1cccc(NC(=O)c2cccc([N+](=O)[O-])c2)n1)c1cccc([N+](=O)[O-])c1	4%	-2	7%	2.1µM*	0.4%	-2%	-7%	0%	-1%	x	-1%
COc1cc(C(=O)Nc2nc3ccccc3s2)ccc1OCc1c(C)noc1C	1%	-4	u	u	0.2%	9%	1%	13%	x	-2%	0%
COc1ccccc1NC(=O)NC1(C(=O)N2CCC(O)CC2)CCCCC1	-5%	1	8%	2%	-0.1%	-2%	-3%	6%	4%	-3%	0%
CC(=O)N(CC(=O)O)c1ccccc1	-4%	15	2%	-3%	-0.7%	-2%	0%	-2%	2%	-2%[46.1 µM]	2%
Cn1c(SCC(=O)N2CCc3ccccc32)nc2cccnc21	5%	-1	0%	u	0.3%	1%	-4%	-1%	-2%	1%	0%
COc1ccc(-n2ncc3c(N4CCC(C)CC4)ncnc32)cc1	0%	8	u	u	-0.9%	1%	0%	-6%	u	-8%	-1%
O=C(CCN1C(=O)S/C(=C\c2cccs2)C1=O)Nc1nccs1	13%	4	1%	15%	0.0%	4%	1%	-2%	9%	2%	0%
COc1ccc(S(=O)(=O)N2CCCCC2)cc1N(C)S(=O)(=O)c1ccccc1	-2%	6	1%	0%	0.1%	-2%	x	12%	3%	3%	1%
COc1ccccc1-c1nc(C#N)c(N2CC(C)CC(C)C2)o1 (stereo unspecified)	-2%	0	u	20%	0.4%	0%	1%	11%	-2%	-6%	5%
C=CCn1c(=O)c(C(=O)NCCNCC)c(O)c2ccccc21	0%	-2	6%	3%	-0.7%	2%	-6%	14%	10%	x	1%
Cc1ccc(S(=O)(=O)Nc2cc(=O)[nH]c(SCC(=O)Nc3cccc(C(F)(F)F)c3)n2)cc1	-6%	-6	u	3%	-0.4%	4%	0%	4%	x	-5%	0%
CCOC(=O)c1cc(-c2ccc(C)cc2)nc2nc(SC)[nH]c(=O)c12	-1%	6	-1%	1%	-1.3%	-1%	1%	1%	-7%	-9%[46.1 µM]	0%
CCSc1nnc(NC(=O)CSc2nc3c(c(=O)n2-c2ccccc2)SCC3)s1	-1%	3	8%	2%	-1.3%	10%	-3%	3%	x	-4%[46.1 µM]	0%

From PubChem

Rows were taken by chance. About 3% of those tested had a hit in this group.
